Assay outcomes as filed in PubChem BioAssay.
KOR beta-arrestin-1 – kappa opioid receptor blockers – cell-based, luminescence, uHTS (AID 1778); KOR beta-arrestin recruitment, luminescence, antagonist mode; higher % means a stronger effect; one-dose inhibition, % at 10 µM; IC50 in µM for titrated hits; 290,000 compounds, 0.091% hits; also: strong numbers were not always called active
NOD2 inhibition – NOD2 signaling inhibitors, cell-based, luminescence, uHTS, HEK293 (AID 1566) | HEK293 NOD2/NF-kB luciferase reporter, luminescence; higher % means a stronger effect | one-dose inhibition, % at 4 µM; EC50 in µM for titrated hits | 290,000 compounds, 0.63% hits; also: many of its hits are not listed in these tables
NS5 inhibitors – Dengue-2 NS5 methyltransferase inhibitors, primary screen, biochemical, confirmation dose response (AID 588689); Dengue-2 NS5 methyltransferase capping enzyme assay, biochemical; higher % means a stronger effect; inhibition, % at 25 µM; hits with a dose series show IC50 in µM; 340,000 compounds, 0.3% hits; in the data active = a potency from the dose series; inconclusive = inhibition above about 29% without an active follow-up result
West Nile antiviral – West Nile virus antiviral activity, cell-based, CPE readout (AID 1621); 290,000 compounds, 0.02% hits; one-dose CPE inhibition, % at 10 µM; IC50 in µM for titrated hits; West Nile virus-infected cells, CPE inhibition; higher % means a stronger effect; in the data active = a potency from the dose series; inconclusive = CPE inhibition mostly from about 3.7% at the one dose, without a potency; inactive = the rest, 99 in 100 with CPE inhibition below about 2.2%; also: strong numbers were not always called active
NOD1 inhibition – inhibition of NOD1-driven NF-kB reporter – cell-based, luminescence, uHTS, primary screen (AID 1578). 290,000 compounds, 1% hits. one-dose inhibition, % at 4 µM; EC50 in µM for titrated hits. NOD1-driven NF-kB luciferase reporter cells, luminescence; higher % means a stronger effect; in the data active = inhibition mostly above about 36%, no sharp cut-off; inactive = mostly below about 34%;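 also: HEK-293T reporter cells stimulated with the NOD1 agonist gamma-tri-DAP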
HIV fusion peptide – inhibitors of HIV fusion peptide binding, primary screen, biochemical, uHTS, fluorescence dequenching (AID 1986). cell-free peptide binding, fluorescence dequenching, 30 min; higher % means a stronger effect. one-dose inhibition, % at 20 µM; IC50 in µM for titrated hits. 290,000 compounds, 0.3% hits; in the data active = inhibition mostly above about 52%, no sharp cut-off; inactive = mostly below about 76%; also: some results filed as inactive read as strong as hits
Yfh1-depleted yeast – enhancers of respiration in Yfh1-depleted yeast, dose response, Friedreich's ataxia, plus single-dose screen (AID 1465); S. cerevisiae Yfh1-off respiration, WST-1 reduction, 72 h; higher fold induction means a stronger effect; fold induction at 50 µM; hits with a dose series show EC50 in µM; 220,000 compounds, 0.074% hits;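 active = fold induction of absorbance versus untreated yeast above a set limit, then at least 30% activation at any dose in follow-up; inconclusive = repeats straddling the limit, or above it without dose testing; inactive = fold induction below the set limit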;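 also: activators that raise dye reduction in frataxin-depleted yeast; strong numbers were not always called active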
KOR beta-arrestin-2 – kappa opioid receptor activators – cell-based, luminescence, uHTS, primary screen (AID 1777). 280,000 compounds, 0.02% hits. KOR beta-arrestin recruitment, luminescence; higher % means a stronger effect. activation, % at 10 µM; hits with a dose series show EC50 in µM; in the data active = activation above about 50%, passing the limit was not always enough; also: a part of the inactive calls stands beside numbers as strong as those of hits
AID2073 – disruptors of CaV2.2 binding to Mint1 – biochemical, HTRF (AID 2073) | HTRF protein-protein interaction, Mint1-CaV2.2; higher % means a stronger effect | one-dose inhibition, % at 20 µM; IC50 in µM for titrated hits | 290,000 compounds, 0.19% hits; in the data active = inhibition mostly above about 51%, no sharp cut-off; inconclusive = no clear call, values can overlap the other calls; inactive = mostly below about 53%; also: some results filed as inactive read as strong as hits
NS5 inhibitors pilot replicate – second read-out of NS5 inhibitors, no call of its own (marks repeat the call); inhibition, %; measured here: pilot screen replicate inhibition
* hit, by the source's call; i = inactive; ? = inconclusive; · = not tested or not shown; [ ] = remark or other dose. Rule as the data show it, unless noted: active = inhibition above about 50%; inactive = the rest.

The first five entries as a preview:
SMILES | KOR beta-arrestin-1 | NOD2 inhibition | NS5 inhibitors | West Nile antiviral | NOD1 inhibition | HIV fusion peptide | Yfh1-depleted yeast | KOR beta-arrestin-2 | AID2073 | others
COc1ccc(-c2cc(=O)[nH]c(N3CCN(Cc4ccccc4)CC3)n2)cc1 | 4% | 2% | 0% | -0.9% | -8% | -0.8% | · | -1.7% | 3%
O=C(Nc1ccc(O)cc1)/C(=C/c1ccco1)NC(=O)c1ccccc1 | 10% | 10% | -2% | -0.1% | -10% | 0.3% | i | 4.7% | 5%
COc1ccccc1-n1c(SCC(=O)NC2CCS(=O)(=O)C2)nc2cc([N+](=O)[O-])ccc21 (configuration not stated) | -2% | 8% | 5% | 0.5% | -16% | -1.0% | i | -8.0% | -2%
C=C(C)C1CC=C(C)/C(=N/NC(=S)Nc2ccccc2)C1 (configuration not stated) | -24% | 4% | -1% | -1.0% | -8% | -0.6% | i | 6.4% | -26%
CN(C)C(=O)c1ccc(OCC(F)(F)F)nc1 | 13% | 16% | -5% | 0.1% | -3% | -1.7% | i | -0.9% | 0%

The list itself, previewed entries included:
SMILES | KOR beta-arrestin-1 | NOD2 inhibition | NS5 inhibitors | West Nile antiviral | NOD1 inhibition | HIV fusion peptide | Yfh1-depleted yeast | KOR beta-arrestin-2 | AID2073 | others
COc1ccc(-c2cc(=O)[nH]c(N3CCN(Cc4ccccc4)CC3)n2)cc1 | 4% | 2% | 0% | -0.9% | -8% | -0.8% | · | -1.7% | 3%
O=C(Nc1ccc(O)cc1)/C(=C/c1ccco1)NC(=O)c1ccccc1 | 10% | 10% | -2% | -0.1% | -10% | 0.3% | i | 4.7% | 5%
COc1ccccc1-n1c(SCC(=O)NC2CCS(=O)(=O)C2)nc2cc([N+](=O)[O-])ccc21 (configuration not stated) | -2% | 8% | 5% | 0.5% | -16% | -1.0% | i | -8.0% | -2%
C=C(C)C1CC=C(C)/C(=N/NC(=S)Nc2ccccc2)C1 (configuration not stated) | -24% | 4% | -1% | -1.0% | -8% | -0.6% | i | 6.4% | -26%
CN(C)C(=O)c1ccc(OCC(F)(F)F)nc1 | 13% | 16% | -5% | 0.1% | -3% | -1.7% | i | -0.9% | 0%
N#CCC(=O)N/N=C/c1cc(Br)ccc1OCc1cccc2ccccc12 | -15% | 13% | 5% | -0.4% | -2% | -0.3% | · | -1.9% | 21%
COc1ccccc1N1CCN(C(=O)C(=O)c2c[nH]c3ccccc23)CC1 | 12% | 4% | -3% | -0.6% | 13% | -1.6% | · | -6.8% | 18%
COc1ccccc1Nc1nc(N)nc(CN2CCc3ccccc3C2)n1 | 19% | 2% | -16% | -0.2% | -23% | 3.6% | i | 8.5% | 26%
COc1ccccc1N1CCN(c2ncnc3c2oc2ccccc23)CC1 | -47% | -13% | -6% | 0.5% | 20% | -2.6% | i | 4.0% | 10%
CC(C)Oc1ccc(CCC(=O)N/N=C/c2ccncc2)cc1 | -14% | -6% | · | -0.1% | 0% | 0.2% | i | -1.0% | 9%
COc1ccccc1C1CC(c2ccccc2)=NN1S(=O)(=O)c1ccccc1 (configuration not stated) | 20% | 4% | -5% | -0.6% | 1% | 0.1% | i | -1.1% | 8%
Cc1ccc(C(=O)N2CC(C)SC2=Nc2cccc(S(=O)(=O)N(C)C)c2)cc1 (configuration not stated) | 13% | -20% | 1% | -0.6% | -21% | 0.7% | i | 0.2% | 12%
COC(=O)[C@H](C)NC(=O)NCCC1=CCCCC1 | 1% | 6% | -5% | 0.0% | -5% | 0.3% | i | 1.2% | 5%
O=C(CNC(=O)c1ccccc1C(=O)O)c1ccccc1 | -11% | -36% | 3% | 0.1% | -48% | 3.2% | i | -5.6% | ? | NS5 inhibitors pilot replicate=-3.3
Cc1ccc(S(=O)(=O)NCCCCCC(=O)Nc2ccccc2C)cc1 | -3% | 6% | 3% | -0.1% | -26% | 1.7% | i | -3.6% | -4%
COc1ccccc1N(CC(=O)Nc1cccc(C(F)(F)F)c1)S(C)(=O)=O | -18% | 10% | -6% | -1.7% | -19% | -0.6% | i | 0.5% | 15%
CC(=O)c1cc(C#N)c(Oc2cccc(C(F)(F)F)c2)nc1C | -7% | -12% | 1% | -0.3% | -10% | 0.9% | i | 5.7% | ?
COc1cccc(C2C(C(=O)c3cccs3)=C(O)C(=O)N2CCN2CCOCC2)c1OC (configuration not stated) | 15% | 12% | 1% | -0.1% | -4% | -1.5% | · | 0.1% | 8%
COC(=O)c1ccc(C(=O)Nc2ccc3nc(-c4cccnc4)[nH]c3c2)cc1 | 14% | 2% | -3% | 0.5% | -49% | 2.9% | i | -0.7% | 45%
Cn1c(=O)c2ccccc2n2c(CCl)nnc12 | -19% | 2% | -6% | 1.0% | 15% | 0.0% | · | 0.5% | 24%
COc1ccc(/C=C2\CCC(C3CCCC3)C2=O)c(OC)c1 (configuration not stated) | 6% | 11% | -11% | 0.2% | -4% | 0.6% | · | -1.6% | 14%
CCOC(=O)c1[nH]c2ccc(OC)cc2c1NC(=O)CN1CCSCC1 | 9% | 0% | -7% | 0.6% | 13% | -0.3% | i | -0.6% | 28%
O=C1CCC(C(=O)O)N1 (configuration not stated) | -21%[20 µM] | 21% | -7% | 0.3% | -9% | 1.6% | · | -5.3% | 3%
CCS(=O)(=O)N1CCN(S(=O)(=O)c2ccc(S(=O)(=O)NC3CC3)cc2)CC1 | -23% | 18% | -2% | -0.8% | 18% | 3.2% | · | -1.0% | 6%
O=C(Cn1c2ccccc2c2nc3n(c(=O)c21)CCS3)Nc1ccccc1 | -44% | 2% | -2% | -0.5% | -18% | 1.3% | · | -1.3% | -2%
COCCCn1c(SCC(=O)NC2CCCCC2)nnc1-c1ccncc1 | -3% | 2% | 5% | 0.2% | -17% | -3.1% | i | -0.3% | -8%
ON=C1c2cc(OCCN3CCCCC3)ccc2-c2ccc(OCCN3CCCCC3)cc21 | -29% | 12% | -6% | -2.4% | 0% | 0.3% | · | -4.5% | 4%
CN(Cc1nc2ccccc2c(=O)[nH]1)C(=O)c1ccc(S(=O)(=O)N(C)C)cc1 | -14% | 2% | -6% | 0.2% | -8% | 0.7% | i | -6.4% | 46%
CN1C(=O)/C(=C/c2ccccc2OCc2ccc(C(=O)O)cc2)NC1=S | -17%[20 µM] | 20% | 4% | 1.2% | -4% | 4.4% | i | -7.0% | -16%
COc1cc(-c2c(C(C)=O)c(C)nc3c2C(=O)c2ccccc2-3)cc(OC)c1OC | 17% | 10% | -6% | 0.8% | -9% | 0.5% | · | 3.4% | 13%
COCCNC(=O)Cn1c(=O)oc2cc(S(=O)(=O)N3CC(C)CC(C)C3)ccc21 (configuration not stated) | -42% | 10% | -7% | 0.2% | -6% | 1.5% | · | 3.3% | -5%
CC(CN1CCCCC1)OC(=O)c1ccc(Cl)cc1Cl (configuration not stated) | -24% | 0% | 4% | 0.5% | · | 0.8% | i | 4.0% | 0%
O=C(Cc1ccccc1)NCc1n[nH]c(=S)n1-c1ccccc1 | -5% | 0% | -7% | 0.2% | -7% | 3.4% | i | -5.5% | 15%
COc1ccc(-n2nc(C(=O)Nc3ccc4c(c3)OCO4)c3ccccc3c2=O)c(OC)c1 | 23% | 16% | 1% | -0.2% | -28% | -2.0% | i | 2.0% | 9%
COC(=O)c1sccc1NC(=O)Nc1ccc(C)cc1 | -6% | -1% | 1% | 0.5% | -41% | -1.3% | · | 5.3% | 12%
O=C(N/N=C/c1cc2c(cc1Cl)OCO2)c1cccc(Br)c1 | -29% | -13% | -1% | 0.0% | -33% | 0.6% | · | 2.6% | 10%
CCC(CNC(=O)c1c(C)nn(-c2ccccc2)c1Cl)c1ccccc1 (configuration not stated) | -12% | -30% | -2% | -1.2% | -6% | -1.1% | · | -2.5% | 14%
CCOc1ccccc1N(CC(=O)NCc1ccccc1)C(=O)CCC(=O)Nc1cc(C)ccn1 | 1%[20 µM] | -42% | 1% | -0.7% | -6% | -0.8% | i | · | -2%
CCNc1nc(NCC)nc(Oc2ccc(OCc3ccccc3)nn2)n1 | -17% | 11% | · | 0.1% | -21% | 1.2% | i | -2.1% | -2%
O=C(O)c1cccc(S(=O)(=O)NCC2CCCO2)c1 (configuration not stated) | -1% | 6% | -3% | 0.5% | · | -0.6% | i | -4.2% | -3%
Cc1cccc(OCc2cc(-c3ccccc3)no2)c1C | 30% | -35% | -5% | -0.5% | -4% | -0.7% | · | -7.1% | 0%
O=C1CC(SCc2nc3ccccc3[nH]2)C(=O)N1c1ccc(F)cc1 (configuration not stated) | -14% | -1% | -7% | 0.1% | -6% | -1.5% | i | -4.6% | 4%
O=C(NNC(=O)C1CC1c1ccccc1)Nc1ccccc1 (configuration not stated) | 20% | 17% | -2% | -0.8% | -6% | -0.2% | i | -2.9% | -9%
CCOC(=O)C(C(=O)N(C)Cc1ccccc1)C1CCCCC1 (configuration not stated) | -22% | -8% | 2% | -1.9% | 60% | -0.9% | · | 3.3% | 1%
COc1ccccc1N(C(=O)c1snc(C(N)=O)c1N)C(C(=O)NC1CCCC1)c1ccc(N(C)C)cc1 (configuration not stated) | -16% | 5% | 12% | -0.1% | -3% | -3.0% | · | 2.0% | -2%
COc1cc(NC(=O)c2ccco2)c(C(=O)OCC(=O)c2c[nH]c3ccccc23)cc1OC | -66% | 0% | 2% | 0.9% | 16% | 5.5% | i | 0.7% | 39%
CCOc1ccccc1NC(=O)Cn1c(=O)n(-c2ccc(OC)cc2OC)c(=O)c2c(C)c(C(=O)N(CC)CC)sc21 | -3% | 7% | -8% | -0.2% | -18% | 0.0% | i | 1.2% | -18%
CC(SC1=NCCN1S(=O)(=O)c1ccc(F)cc1)c1ccccc1 (configuration not stated) | -7% | 19% | 1% | -0.8% | 9% | 3.0% | · | 2.6% | -3%
COc1cc(C(=O)NCc2nnc(SCC(=O)N3CCCC3)o2)cc(OC)c1OC | -23% | -4% | -7% | 0.4% | -12% | 0.7% | · | 2.5% | 9%
Cc1ccc(C2C(C(=O)O)c3ccccc3C(=O)N2C)c(C)c1 (configuration not stated) | -8% | 6% | 0% | -0.4% | -20% | 3.2% | i | 4.5% | -2%

Some of the compounds tested, so the mix of outcomes need not match the whole.
